Hsp90 inh = displaces geldanamycin probe from tumor Hsp90; inhibition, % at 30 µM; AID 429; hit rate 0.35% among 64,000; NCI-N417 lysate Hsp90, Cy3B-geldanamycin FP displacement;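 active = inhibition above 50%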;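 also: 0% = tracer plus lysate wells and 100% = tracer alone without lysate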
HTR1A agonist = activates the human 5-HT1a serotonin receptor | AID 567 | hit rate 0.56% among 65,000 | CHO 5-HT1a Ga15 NFAT-bla reporter, FRET ratio; 0% basal, 100% maximal reference agonist | activation, % at 10 µM;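 active = activation above the screen-wide mean activation plus 3 SD, cut at about 19% in these data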;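 also: 0% = DMSO wells and 100% = 5-CT at EC100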
Target sequence (P08908 whole entry, looked up): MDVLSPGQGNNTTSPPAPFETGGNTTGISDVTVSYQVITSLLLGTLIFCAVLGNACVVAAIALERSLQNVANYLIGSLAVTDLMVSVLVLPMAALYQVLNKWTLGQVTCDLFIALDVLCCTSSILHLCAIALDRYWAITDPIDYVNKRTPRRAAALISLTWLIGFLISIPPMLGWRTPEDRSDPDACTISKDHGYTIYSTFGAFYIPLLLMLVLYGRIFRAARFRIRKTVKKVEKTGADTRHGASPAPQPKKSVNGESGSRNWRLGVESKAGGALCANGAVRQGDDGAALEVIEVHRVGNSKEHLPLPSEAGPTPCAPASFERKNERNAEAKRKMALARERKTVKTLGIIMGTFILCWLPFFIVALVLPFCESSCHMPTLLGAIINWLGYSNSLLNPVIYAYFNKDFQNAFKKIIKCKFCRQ
C1s inh = human complement C1s inhibition. P09871. purified C1s, fluorogenic AMC substrate, pooled mixtures. mean inhibition % of two 10-compound mixtures (stronger effect = higher value), % at 5 µM (by protocol). hit rate 0.16% among 62,000. AID 538;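 active = inhibition above 20% in each of the two 10-compound mixture wells holding the compound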;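 also: 0% = enzyme wells lacking compound mixture and 100% = no-enzyme blank wells; some compounds called inactive have numbers as strong as hits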
Cdc25B inh = human M-phase inducer phosphatase 2 inhibition | P30305 | recombinant Cdc25B, OMFP fluorescence Ex485/Em525 | inhibition, %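 (compounds tested at 10 µM final in the well)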 | hit rate 0.1% among 65,000 | AID 368; in the data active = inhibition above about 50%
Cathepsin G inh = blocks human cathepsin G enzyme activity. P08311. purified enzyme, AMC-tetrapeptide fluorescence, pooled mixtures. AID 581. inhibition, % at 5 µM (by protocol). hit rate 0.2% among 62,000;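 active = inhibition above 20% in each of the two mixture wells holding the compound; inactive = inhibition of 20% or less in either well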;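 also: 0% = enzyme control without mixture and 100% = blank lacking enzyme; strong numbers were not always called active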
FXIIa inh mix = inhibitors of human coagulation factor XIIa, pooled mixtures. inhibition, % at 5 µM. P00748. purified FXIIa, fluorogenic substrate. hit rate 0.2% among 62,000. AID 684;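 also: 0% = enzyme without compound and 100% = no enzyme blank; some results filed as inactive read as strong as hits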
FXIa mix inh = blocks human factor XIa in pooled compound mixtures | purified FXIa, fluorogenic substrate | hit rate 0.19% among 62,000 | P03951 | inhibition, % at 5 µM;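 also: each value is inhibition by a whole ten-compound pool holding the compound; 0% = enzyme with no mixture and 100% = wells lacking enzyme; strong numbers were not always called active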
CatL block = inhibitors of human cathepsin L. purified cathepsin L, fluorogenic substrate, fluorescence. inhibition, %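 (tested at 10 µM)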. hit rate 0.17% among 58,000. AID 460; in the data active = inhibition above about 45%;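 also: 0% = enzyme with no compound and 100% = no enzyme blank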
DUSP1 inh = human dual specificity phosphatase 1 inhibition | P28562 | recombinant MKP-1, OMFP hydrolysis fluorescence | inhibition, %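 (compounds tested at a single concentration somewhere between 10 and 100 µM)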 | hit rate 0.15% among 65,000 | AID 374;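 active = inhibition above about 50%, limit read from the data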;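 also: 0% = DMSO max control wells and 100% = wells with enzyme stopped by NaOH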
Target sequence (P28562 whole entry, looked up): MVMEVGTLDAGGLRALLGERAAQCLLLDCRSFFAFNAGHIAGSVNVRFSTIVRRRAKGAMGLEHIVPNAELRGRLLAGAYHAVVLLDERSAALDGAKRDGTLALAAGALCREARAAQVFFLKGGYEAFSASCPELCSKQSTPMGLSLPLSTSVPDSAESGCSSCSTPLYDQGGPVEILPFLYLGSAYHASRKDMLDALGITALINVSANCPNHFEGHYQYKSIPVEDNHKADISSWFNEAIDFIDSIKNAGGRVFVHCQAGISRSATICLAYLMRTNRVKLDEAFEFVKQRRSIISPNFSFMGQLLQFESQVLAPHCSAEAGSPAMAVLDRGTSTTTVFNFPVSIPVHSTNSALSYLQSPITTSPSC
* hit, by the source's call; . = no result given. Rule as the data show it, unless noted: active = inhibition above about 20% (passing the limit was not always enough); inactive = the rest.

Values in the order: HTR1A agonist, Hsp90 inh, FXIa mix inh, FXIIa inh mix, DUSP1 inh, CatL block, C1s inh, Cdc25B inh, Cathepsin G inh
CCOc1cc(C(=O)NCCN2CCOCC2)cc(OCC)c1OCC
  11.4, -4.0, -0.3, 12.6, -3.0, -1.7, -15.8, -9.2, -10.7
c1coc(CNc2nc3ccccc3n2CCN2CCOCC2)c1
  1.6, -2.6, 0.9, 8.6, 2.9, 1.8, 4.0, -6.1, 0.7
CCSc1nnc2c(n1)OC(c1ccc(C(=O)O)cc1)N(C(C)=O)c1ccccc1-2 (configuration not stated)
  1.1, 89.2*, 4.5, 5.3, 8.3, 22.1, 14.3, -2.6, 6.2
CCOC(=O)C1CCCN(CC(=O)Nc2c(C(=O)OC)[nH]c3ccccc23)C1 (configuration not stated)
  -3.3, -2.9, 9.5, -0.2, -8.6, ., 14.2, 0.4, 8.3
N#Cc1cc2ccccc2nc1SCC(=O)Nc1ccccc1N1CCOCC1
  -0.8, -0.2, -0.2, -23.5, 0.6, -0.8, -5.9, 4.0, 6.5
C=CCn1c(SCC(O)Cn2c3ccccc3c3ccccc32)nnc1-c1ccco1 (configuration not stated)
  -3.2, -0.1, 2.7, 15.3, 29.1, 20.7, 13.4, -21.4, 14.6
CCCCNC(=O)c1nnn(-c2ccccc2)c1N
  -1.3, -0.6, -7.0, 1.7, -7.5, 32.6, -4.8, -10.9, -10.4
COc1cc(C(=O)NCC(c2cccnc2)N2CCN(C)CC2)cc(OC)c1OC (configuration not stated)
  1.2, -4.1, -1.1, 5.0, 4.8, 8.0, 1.9, -10.7, 7.5
O=S1(=O)CC(N2CCOCC2)c2ccccc21 (configuration not stated)
  -2.1, -0.2, 0.0, 1.4, -11.9, -1.4, -21.4, -15.7, 10.2
C=CCNC(=O)CN1C2CCCC1CC(NC(=O)c1ccccc1C)C2 (configuration not stated)
  -2.8, -1.4, 6.3, 4.4, 4.3, -15.3, 9.1, -0.8, -0.7
CC(=O)c1ccc(NC(=O)c2cc(CC(C)C)on2)cc1
  -1.2, -3.2, -1.3, 1.0, -3.7, 11.2, -12.4, -6.6, -11.7
COc1ccc(S(=O)(=O)N2CCOCC2)cc1C(C)C
  -0.5, 4.5, 7.9, -2.3, -7.4, 20.9, 18.6, 1.1, 16.3
CC(=O)c1cccc(NS(=O)(=O)c2c(C)noc2C)c1
  -1.8, -0.8, -0.5, 3.0, -16.1, 4.0, -10.3, -5.9, -8.0
Cc1cccc(-n2ncc3c(NCc4ccccc4)ncnc32)c1
  1.0, 1.9, -15.2, 3.8, -0.8, 7.2, -80.9, -3.6, 0.8
CCn1cnc2sc(C(=O)Nc3ccc4c(c3)OCO4)c(C)c2c1=O
  -0.8, 5.0, 0.6, 0.5, 2.0, 3.0, 6.2, 5.3, 12.8
Cn1c(SCC(=O)N2CCN(Cc3ccccc3)CC2)nnc1-c1ccncc1
  -4.8, -3.7, -0.5, 3.7, 2.7, 11.5, 3.7, -12.8, 10.9
CC12CC(NC(=O)N1c1cccc(C(=O)NCc3ccc4c(c3)OCO4)c1)c1cc(Cl)ccc1O2 (configuration not stated)
  2.4, -1.0, 4.5, -17.1, 32.5, -1.3, 0.8, 3.5, 15.3
CCCCn1c(SCC(=O)Nc2cc(C)on2)nc2ccsc2c1=O
  -1.6, -0.9, 5.7, -1.4, 21.7, -7.5, -3.4, 8.4, -3.7
COc1ccc(OC)c(C(=O)CSc2nnnn2C)c1
  -0.8, -0.8, 0.3, 29.4, -6.4, 7.3, -0.6, -7.1, -3.9
CCCSc1nc(N)c(C#N)c(-c2ccc(C)cc2)c1C#N
  1.1, -2.6, 6.8, -19.3, 7.8, 5.5, 13.6, 1.9, 9.9

(list continues)
Values in the order: HTR1A agonist, Hsp90 inh, FXIa mix inh, FXIIa inh mix, DUSP1 inh, CatL block, C1s inh, Cdc25B inh, Cathepsin G inh
CCS(=O)(=O)NCCc1cc2ccc(C)cc2[nH]c1=O
  -0.5, -4.2, 4.1, 5.1, 5.1, 0.6, -25.6, 0.6, 6.0
CCc1ccc2oc(=O)cc(CN3CCCCC3C)c2c1 (configuration not stated)
  -2.3, -2.5, 8.5, 8.9, -8.4, 6.3, 14.9, -18.3, 6.5
O=C(CCC(=O)CCN1CCCCC1)CCN1CCCCC1
  0.0, -1.6, ., ., -10.1, 20.9, ., 4.0, .
N#CCSc1nnc(C2CCCCC2)n1Cc1ccccc1
  1.8, 0.2, 0.7, 0.0, 8.1, 13.0, -12.2, 7.6, -8.8
CCOC(=O)C1=C(C)N(C)C(C)=C(C(=O)OCC)C1c1ccncc1
  -0.9, -1.6, 11.5, 1.6, -0.8, 13.6, -45.3, 1.2, -2.3
COc1ccc(C2CC(C(F)(F)F)n3ncc(C(=O)NCc4cccnc4)c3N2)cc1OC (configuration not stated)
  4.6, -5.0, 2.4, 0.7, -1.1, -2.6, 1.9, 1.2, 8.9
CS(=O)(=O)N1CCc2cc(-c3csc(NC(=O)Cc4cccs4)n3)ccc21
  1.0, -7.3, 3.0, 0.8, 9.8, 2.2, -3.5, 2.3, -7.9
COc1ccc(CCNC(=O)CC2Nc3cc(C)c(C)cc3NC2=O)cc1OC (configuration not stated)
  0.6, -2.5, -34.8, -13.1, 11.9, 13.1, -85.6, -12.3, -21.3
Cn1c(COc2ccccc2)nnc1SCc1nc2ccccc2[nH]1
  -1.5, 0.9, 6.2, 1.8, 0.2, 8.2, 13.7, 2.2, 10.2
CCc1cc(=O)oc2cc(OCC(=O)OC)c(Cl)cc12
  -3.4, ., 8.1, -3.2, 11.3, ., -23.3, 0.8, -7.8
COCc1cc(C)nc(SCC(=O)Nc2cccc3cccnc23)c1C#N
  6.0, -1.4, -0.5, 8.6, 6.7, 12.7, 3.7, -5.0, 2.8
CCOC(=O)CN1C(=O)C(O)=C(C(C)=O)C1c1ccccc1 (configuration not stated)
  -0.9, -1.4, 2.7, 0.3, 4.3, -3.0, -15.3, -5.7, -1.5

Among those listed so far, 10 contain an aryl thioether with sulfur outside any ring.
Values in the order: HTR1A agonist, Hsp90 inh, FXIa mix inh, FXIIa inh mix, DUSP1 inh, CatL block, C1s inh, Cdc25B inh, Cathepsin G inh
CCSc1nnc2c(n1)OC(c1ccc(C(=O)O)cc1)N(C(C)=O)c1ccccc1-2 (configuration not stated)
  1.1, 89.2*, 4.5, 5.3, 8.3, 22.1, 14.3, -2.6, 6.2
N#Cc1cc2ccccc2nc1SCC(=O)Nc1ccccc1N1CCOCC1
  -0.8, -0.2, -0.2, -23.5, 0.6, -0.8, -5.9, 4.0, 6.5
C=CCn1c(SCC(O)Cn2c3ccccc3c3ccccc32)nnc1-c1ccco1 (configuration not stated)
  -3.2, -0.1, 2.7, 15.3, 29.1, 20.7, 13.4, -21.4, 14.6
Cn1c(SCC(=O)N2CCN(Cc3ccccc3)CC2)nnc1-c1ccncc1
  -4.8, -3.7, -0.5, 3.7, 2.7, 11.5, 3.7, -12.8, 10.9
CCCCn1c(SCC(=O)Nc2cc(C)on2)nc2ccsc2c1=O
  -1.6, -0.9, 5.7, -1.4, 21.7, -7.5, -3.4, 8.4, -3.7
COc1ccc(OC)c(C(=O)CSc2nnnn2C)c1
  -0.8, -0.8, 0.3, 29.4, -6.4, 7.3, -0.6, -7.1, -3.9
CCCSc1nc(N)c(C#N)c(-c2ccc(C)cc2)c1C#N
  1.1, -2.6, 6.8, -19.3, 7.8, 5.5, 13.6, 1.9, 9.9
N#CCSc1nnc(C2CCCCC2)n1Cc1ccccc1
  1.8, 0.2, 0.7, 0.0, 8.1, 13.0, -12.2, 7.6, -8.8
Cn1c(COc2ccccc2)nnc1SCc1nc2ccccc2[nH]1
  -1.5, 0.9, 6.2, 1.8, 0.2, 8.2, 13.7, 2.2, 10.2
COCc1cc(C)nc(SCC(=O)Nc2cccc3cccnc23)c1C#N
  6.0, -1.4, -0.5, 8.6, 6.7, 12.7, 3.7, -5.0, 2.8

Taken from above.
`COCc1cc(C)nc(SCC(=O)Nc2cccc3cccnc23)c1C#N` – Cdc25B inh = -5.0
`c1coc(CNc2nc3ccccc3n2CCN2CCOCC2)c1` – Hsp90 inh = -2.6

Screening data as filed in PubChem BioAssay.
